telomere uncapping – survival after telomere uncapping, modulators, primary screen, cell-based (AID 1259312); HCT116 + Ad-hTR-mut, survival, MTT, 5 d; stronger effect = higher value; fold change at 10 µM; 4.5% of 4,500 active;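 active = cell survival measured by absorbance rises more than 2.5-fold over infected cells without compound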;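 also: virus expresses mutant telomerase RNA that uncaps telomeres and kills cells; compound added 2 days after infection so exposure lasts 3 days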
* = called active by the depositor; i = inactive. The list is partial; the hit share may differ from the screen's.

SMILES	telomere uncapping
Cc1nc2sc3c(c2c(=O)n1N)CCC3	-1.1
CCN(CC)C(=O)Cc1cccs1	-2.6
N#Cc1c(-c2cccs2)cc(-c2cccs2)nc1SC/C=C/c1ccccc1	-1.2
CC1(C)C=C(c2ccc(C3=CC(C)(C)NC(C)(C)C3)s2)CC(C)(C)N1	-3.5
COc1cc(C2NC(=O)CCC2[N+](=O)[O-])cc(OC)c1OC (stereo not given)	-1.1
CC(C)(C)OC(=O)N1CCCCC1CN (stereo not given)	-1.4
Fc1ccc(NC(=S)Nc2ccccc2)cc1	-3.4
CC12CCC3c4ccc(O)cc4CCC3C1CCC2=O (stereo not given)	-1.4
O=[N+]([O-])c1ccc(Cl)cc1NCc1ccco1	-1.3
O=C1C(=O)N(CCN2C(=O)c3ccccc3C2=O)c2ccccc21	-1.3
Cc1ccc(/C=C(/C#N)C(N)=S)o1	-4.3
Cc1[nH]nc2c1C(c1ccc(Br)cc1)C(C#N)=C(N)O2 (stereo not given)	-1.5
O=[N+]([O-])c1cc2c(cc1C=Nc1ccc(S(=O)(=O)Nc3nccs3)cc1)OCO2	-1.1
CN(C(=S)SCc1ccccc1)c1ccccc1	-2
CCOC(=O)c1c(NC(=O)c2ccco2)sc2c1CCC2	1.1
O=C(O)COc1ccccc1O	1.6
CCOC(=O)c1c(NC(=O)c2ccco2)sc2c1CCN(C(=O)OCC)C2	-2.3
O=C1c2cccc(Cl)c2C(=O)c2cccc(Cl)c21	-1.1
CC1(C)CC[C@]2(C(=O)O)CC[C@]3(C)C(=CC[C@@H]4[C@@]5(C)CC[C@H](O)C(C)(C)[C@@H]5CC[C@]43C)[C@@H]2C1	-2.3
Cc1cc(C)n2nc(S(=O)(=O)Cl)nc2n1	-1.3
[O-][N+](=Nc1ccc(Cl)cc1)c1ccc(Cl)cc1	1.2
O=C1OC(=O)C2C1C1(Cl)c3ccccc3C2(Cl)c2ccccc21 (stereo not given)	-1.5
N#CC1=C(N)C(C#N)=c2s/c(=C/c3cccc(F)c3)c(=O)n2C1c1cccc(F)c1 (stereo not given)	3.9*
O=C(CC1CC2CCC1C2)N1CCN(c2ccccn2)CC1 (stereo not given)	-1.5
O=C(O)C12CC3CC(CC(O)(C3)C1)C2	-2.2
O=C1NC(c2cc3c(cc2Br)OCO3)Nc2sc3c(c21)CCCC3 (stereo not given)	1.4
N#CCNS(=O)(=O)c1ccc(Br)cc1	1.2
CC(=O)SC[C@@H](C)C(=O)N1CCC[C@H]1C(=O)O	1
Cn1c(Sc2n[nH]c(N)n2)nnc1[N+](=O)[O-]	-1.8
CN1C(=O)C(O)(CC(=O)c2ccco2)c2ccccc21 (stereo not given)	-1.9
C/C(=N\NC(N)=S)c1ccc(Br)cc1	-1.7
O=C(C[n+]1ccccc1)c1ccc(Br)cc1	-1.3

Sorted by heavy-atom count (descending): 17 of the compounds above
SMILES	telomere uncapping
N#CC1=C(N)C(C#N)=c2s/c(=C/c3cccc(F)c3)c(=O)n2C1c1cccc(F)c1 (stereo not given)	3.9*
O=[N+]([O-])c1cc2c(cc1C=Nc1ccc(S(=O)(=O)Nc3nccs3)cc1)OCO2	-1.1
N#Cc1c(-c2cccs2)cc(-c2cccs2)nc1SC/C=C/c1ccccc1	-1.2
CCOC(=O)c1c(NC(=O)c2ccco2)sc2c1CCN(C(=O)OCC)C2	-2.3
CC1(C)C=C(c2ccc(C3=CC(C)(C)NC(C)(C)C3)s2)CC(C)(C)N1	-3.5
O=C1C(=O)N(CCN2C(=O)c3ccccc3C2=O)c2ccccc21	-1.3
O=C1OC(=O)C2C1C1(Cl)c3ccccc3C2(Cl)c2ccccc21 (stereo not given)	-1.5
O=C(CC1CC2CCC1C2)N1CCN(c2ccccn2)CC1 (stereo not given)	-1.5
CCOC(=O)c1c(NC(=O)c2ccco2)sc2c1CCC2	1.1
CC12CCC3c4ccc(O)cc4CCC3C1CCC2=O (stereo not given)	-1.4
O=C1c2cccc(Cl)c2C(=O)c2cccc(Cl)c21	-1.1
CC(=O)SC[C@@H](C)C(=O)N1CCC[C@H]1C(=O)O	1
Cn1c(Sc2n[nH]c(N)n2)nnc1[N+](=O)[O-]	-1.8
Cc1cc(C)n2nc(S(=O)(=O)Cl)nc2n1	-1.3
O=C(O)C12CC3CC(CC(O)(C3)C1)C2	-2.2
CCN(CC)C(=O)Cc1cccs1	-2.6
O=C(O)COc1ccccc1O	1.6

More compounds:
SMILES	telomere uncapping
C1=CN(c2ccccc2)C(C=NCc2ccccc2)=CS1	3.2*
O=C(O)/C=C/c1ccc(F)c(Br)c1	-1.1
CC(=O)N1CCc2cc(S(=O)(=O)NC(C)(C)C)ccc21	-1.3
CSC(=O)/C(C#N)=C/c1ccoc1	-1.4
CC(C)(C)OC(=O)N1CCCC(CN)C1 (stereo not given)	-1
Cn1c(=O)n(C)c2cc(S(=O)(=O)N3CCCCC3)ccc21	-4.3
Cn1c(=O)oc2ccc(S(=O)(=O)N3CCCCc4ccccc43)cc21	-2
NC(Cc1cnc[nH]1)C(=O)O (stereo not given)	-1.1

Reformatted field by field: two of the compounds above
C/C(=N\NC(N)=S)c1ccc(Br)cc1
- telomere uncapping: -1.7

O=C(C[n+]1ccccc1)c1ccc(Br)cc1
- telomere uncapping: -1.3

Additional compounds.
SMILES	telomere uncapping
Cc1ccc(OC(C)n2ccc3c2CCCC3)cc1 (stereo not given)	-1.2
COC(=O)C1CN(C)CCC1=O (stereo not given)	-1.3
O=C1CC(Sc2ccccn2)C(=O)N1c1ccccc1 (stereo not given)	-4.1
N#CCNS(=O)(=O)c1cc(Cl)ccc1Cl	-2.3
O=[N+]([O-])c1cc(Cl)ccc1N1CCOCC1	-1.1
COC(=O)c1c(C)oc2cc3c(C(=O)OC)c(C)oc3cc12	1.9
CCOC(=O)c1c(NC(=O)CN2CCOCC2)sc2c1CCC2	-1
N#CC(=C1N=c2ccccc2=N1)c1c(O)[nH]c2ccccc12	i

Screening results: PubChem, University of Glasgow
